SR-BI uptake up: SR-BI HDL lipid transfer activation. CHO ldlA[mSR-BI] cells, DiI-HDL uptake fluorescence, 3 h; 100 = double the neutral-control signal. activation, % at 12.5 µM. 320,000 compounds, 0.096% hits;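 active means mean replicate activation of at least 60% and every replicate at or above 60%; inconclusive means mean or all-replicate condition met, but not both; inactive means mean below 60% and not all replicates reaching 60%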;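 further: 0% = median plate neutral-control signal and 100% = twice that signal; values of inactives mirror those of a sister screen read the other way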
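material = CHO ldlA[mSR-BI] cells | medium = Ham's F12 with 0.5% BSA, HEPES 25 mM, pH 7.4 | reagent = fluorescent DiI-HDL, 10 µg/mL final | compound dosing = single-point compound dose | incubation = 3 h, 37 °C | measured by = bottom-read fluorescence, 550/595 nm | measure = HDL uptake via cellular fluorescence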
CAL PDZ FP-1: blocks peptide binding to the human CAL PDZ domain | Q9HD26 | purified CAL PDZ, TMR-peptide fluorescence polarization, 1 h | inhibition, % at 24.9 µM | 300,000 compounds, 0.92% hits | AID 602252;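 active means mean inhibition of at least 30% with at least half of replicates also reaching 30%; inconclusive means no clear call, values can overlap the other calls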;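 further: 0% = DMSO neutral control and 100% = excess unlabeled competitor peptide PRC23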
Rtt109 HAT inh: blocks Candida albicans Rtt109/Vps75 acetyltransferase activity; AID 540336; 330,000 compounds, 0.16% hits; purified Rtt109/Vps75, ThioGlo CoA-SH fluorescence, 4 h; inhibition, % at 34.9 µM; Q5AAJ8;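 active means inhibition of at least 50% in every replicate; inconclusive means best replicate reaches 50% inhibition but some replicates fall short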
Target sequence (Q5AAJ8 whole entry, looked up): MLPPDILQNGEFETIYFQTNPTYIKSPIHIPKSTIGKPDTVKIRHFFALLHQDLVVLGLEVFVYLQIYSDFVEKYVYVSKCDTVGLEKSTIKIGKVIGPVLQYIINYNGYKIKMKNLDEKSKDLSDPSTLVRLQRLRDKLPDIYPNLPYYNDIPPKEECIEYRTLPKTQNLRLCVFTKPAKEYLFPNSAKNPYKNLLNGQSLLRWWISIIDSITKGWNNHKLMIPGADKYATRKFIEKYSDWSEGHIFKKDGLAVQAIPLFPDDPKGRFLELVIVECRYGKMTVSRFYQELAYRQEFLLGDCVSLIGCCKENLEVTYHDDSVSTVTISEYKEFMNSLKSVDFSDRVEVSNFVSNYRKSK
CAL PDZ FP-2: human CAL PDZ-peptide interaction inhibition | Q9HD26 | purified CAL PDZ, TMR-peptide fluorescence polarization, 1 h | inhibition, % at 20 µM | 330,000 compounds, 0.02% hits | AID 504414;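 active means highest replicate inhibition of at least 40%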;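 further: plate controls were DMSO neutral control wells for no effect and unlabeled competitor peptide control wells for full effect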
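Material: tagged CAL PDZ domain; buffer or medium: 25 mM sodium phosphate pH 7.4, 150 mM NaCl, TCEP, IgG, Thesit; compound dosing: single point, 20 µM; schedule: 1 h incubation at room temperature before polarization reading; measured by: FP readout, S and P plane fluorescence; read-out basis: percent inhibition from loss of millipolarization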
NSD2 HMT inh: blocks human histone methyltransferase NSD2; NSD2 peptide methylation, AlphaScreen, 120 min; 310,000 compounds, 0.54% hits; O96028; inhibition, % at 12.5 µM; in the data active means inhibition above about 50%
dFosB activator: enhances mouse delta FosB homodimer DNA binding; P13346; purified delta FosB, TAMRA-CDK5 oligo fluorescence polarization; percent of positive-control signal above neutral wells; activation, % at 25 µM; 340,000 compounds, 0.99% hits; AID 493131;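 active means mean activation above about 17%, with every replicate also reaching it, limit read from the data, passing the limit was not always enough; inconclusive means only one of the two conditions met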;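 further: fluorescence polarization rise as delta FosB binds a TAMRA Cdk5 AP-1 oligo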
Target sequence (P13346 whole entry, looked up): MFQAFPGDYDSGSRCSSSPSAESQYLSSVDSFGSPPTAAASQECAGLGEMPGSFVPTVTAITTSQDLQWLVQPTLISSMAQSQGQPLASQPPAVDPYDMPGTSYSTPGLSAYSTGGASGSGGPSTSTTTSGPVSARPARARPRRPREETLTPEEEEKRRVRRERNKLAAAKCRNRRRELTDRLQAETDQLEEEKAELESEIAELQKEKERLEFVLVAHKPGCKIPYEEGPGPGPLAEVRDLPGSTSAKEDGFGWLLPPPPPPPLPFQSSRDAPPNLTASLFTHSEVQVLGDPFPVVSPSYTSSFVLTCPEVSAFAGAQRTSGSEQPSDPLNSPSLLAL
MITF TRPM1 HTS: activators of MITF-driven TRPM1 promoter activity in SK-MEL-5 cells. activation, % at 12.5 µM. 300,000 compounds, 0.75% hits. SK-MEL-5 TRPM1-promoter luciferase, 24 h; % of positive control, neutral wells = 0. AID 588334;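 active means mean activation of at least 80% with every replicate also reaching 80%; inconclusive means mean reaches 80% but some replicate falls short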;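 further: 0% = neutral control wells and 100% = parthenolide positive control wells; values of inactives mirror those of a sister screen read the other way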
SR-BI DiI inh: inhibitors of mouse SR-BI mediated HDL lipid uptake. Q61009. ldlA[mSR-BI] CHO cells, DiI-HDL uptake fluorescence, 3 h. inhibition, % at 12.5 µM. 320,000 compounds, 0.96% hits. AID 488896;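 active means mean replicate inhibition of at least 70% and a set share of replicates each scoring 70 or more; inconclusive means meets just one of the two criteria; inactive means fails both criteria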;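 further: 0% = median of neutral control wells and 100% = median of positive control wells; values of inactives mirror those of a sister screen read the other way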
PvdQ acylase: blocks Pseudomonas aeruginosa PvdQ acylase activity. inhibition, % at 10 µM. 340,000 compounds, 0.063% hits. purified PvdQ acylase, fluorescence plate reader; in the data active means inhibition above about 30%, passing the limit was not always enough; inconclusive means no clear call, values can overlap the other calls;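 further: 0% = vehicle neutral wells and 100% = reference inhibitor wells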
PfHsp90 yeast 2: growth inhibition of yeast expressing Plasmodium Hsp90. inhibition, % at 9.4 µM. S. cerevisiae expressing PfHsp90, BacTiter-Glo ATP, 48 h; yeast lacking PDR1 and PDR3 efflux regulators. 310,000 compounds, 0.32% hits. AID 504621;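 active means every replicate shows inhibition above about 80%, whatever the replicate mean, limit read from the data; inconclusive means mean inhibition reaches the set limit but some replicate falls short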;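 further: 0% = DMSO neutral controls and 100% = 20 µM radicicol positive controls; yeast relying on Plasmodium falciparum Hsp90 in place of its own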
Starred values were filed as active, the others as inactive; u = inconclusive; x = not tested or not shown.

SMILES	SR-BI uptake up	CAL PDZ FP-1	Rtt109 HAT inh	CAL PDZ FP-2	NSD2 HMT inh	dFosB activator	MITF TRPM1 HTS	SR-BI DiI inh	PvdQ acylase	PfHsp90 yeast 2
Oc1ccc(Cn2ccnc2)c2cccnc12	-7	6	-4	0.0	1	6	4	7	-1	23
Cc1noc(C)c1C(=O)N1CCCC(C(=O)c2cccc(C(F)(F)F)c2)C1 (configuration not stated)	21	-2	-13	-0.3	-4	2	-1	-21	-10	8
COc1ccccc1N(C(C)=O)C1SC(=O)N(c2ccccc2)C1=O (configuration not stated)	-5	-1	-38	-1.5	-3	-5	-1	5	-8	17
CN1CCC(=NNc2ncnc3sc4c(c23)CCCC4)CC1	-13	1	7	0.2	2	-12	-7	13	2	3
CCOc1ccc2[nH]c(=O)c(CN(Cc3ccco3)Cc3nnnn3Cc3ccccc3)cc2c1	13	-6	3	-1.2	x	-16	-6	-13	-9	18
Cc1ccccc1NC(=O)NC1(C(=O)N2CCC(O)CC2)CCCCC1	-7	-4	-6	-0.8	-1	5	1	7	-6	-6
O=C(N/N=C/c1cccc2ccccc12)c1n[nH]c2c1CCCC2	-6	-1	0	-0.3	-1	-6	-5	6	7	41
Cc1ccc(S(=O)(=O)c2c(C)cc(C)nc2Cl)cc1	-4	-1	3	-1.4	-1	-1	9	4	-12	-17
CCCc1ccc(S(=O)(=O)NCC2CCCN2CC)cc1 (configuration not stated)	-4	-19	8	-0.2	2	4	-7	4	0	-1
N/C(=N/O)c1nc(N2CCCC2)nc(N2CCCC2)n1	-1	0	1	-1.2	-3	2	-16	1	-14	x
Cc1cccc(NC(=O)Nc2ccc3c(c2)CCC3)c1	x	-1	-1	-0.7	-3	0	u	-23	-14	21
Cc1ccccc1-n1c(SCC(=O)N(C)C2CCS(=O)(=O)C2)nc2ccccc2c1=O (configuration not stated)	20	-8	-1	9.2	4	-6	-6	-20	18	21
CCOc1ccc(CCNC(=O)C(C)N2C(=O)CC(C)(C)Sc3ccccc32)cc1 (configuration not stated)	-32	0	8	-0.8	-2	-8	-6	32	8	10
O=C(O)C1CCCCC1C(=O)Nc1cccc(Br)c1 (configuration not stated)	5	-5	10	-0.9	x	0	15	-5	15	12
O=C(COC(=O)C12CC3CC(CC(C3)C1)C2)Nc1ccc([N+](=O)[O-])cc1Br	-1	-3	-4	-0.5	-2	2	13	1	-9	-5
CCOc1cc(C(=O)N(CC)CC(=O)Nc2ccc3c(c2)OCCO3)ccc1OC	-17	-6	-3	0.5	x	-2	-2	17	0	9
COc1ccc(CC(=O)OCC(=O)Nc2ccc(N3CCOCC3)cc2)cc1	x	-2	-4	-2.3	-2	-6	8	x	-8	3
CCOc1cc(C2C(C#N)=C(N)OC3CCCC(=O)C32)ccc1OCCN1CCOCC1 (configuration not stated)	-10	7	-7	-0.6	0	1	-2	10	-14	4
N#Cc1nc(-c2ccc(OCc3ccccc3)cc2)oc1N1CCOCC1	-71	x	-1	-0.4	2	-10	2	71*	-16	9
COc1ccc(C)cc1S(=O)(=O)n1cnc(C)c1	-9	-6	-1	-0.4	-1	-5	-4	9	-9	4
COc1cc2c(cc1OC)CC(C(=O)NCc1ccccc1)NC2 (configuration not stated)	22	1	-1	0.9	-3	-8	9	-22	-11	-10
CCCCN(CC)C(=O)Cn1cnc2sc(C)c(S(=O)(=O)N3CCC(C)CC3)c2c1=O	-37	-2	6	-3.4	-1	-19	-1	37	-10	27
CN(C)c1nc(Oc2ccc(=O)n(-c3ccccc3)n2)nc(N2CCOCC2)n1	-22	-2	3	-9.1	2	-11	-7	22	-7	x
CCc1nc(SCC(=O)Nc2cc(C)on2)c2c(=O)n(C)c(=O)n(C)c2n1	-18	-3	-10	-0.5	x	0	5	18	-3	1
COC(=O)c1ccc(N(CC(=O)NC2CCCC2)C(=O)CNC(=O)c2ccco2)cc1	1	0	-18	-0.9	9	-6	-11	-1	-16	-5
COC(=O)Cc1sc(-c2ccccn2)nc1-c1ccccc1	-3	-3	-5	-0.4	-5	-16	7	3	-9	-18
COc1ccc(OC)c(NC(=O)CCS(=O)(=O)c2cc3c(cc2C)NC(=O)CO3)c1	-4	-2	7	-3.3	11	-11	-2	4	-8	-52
O=C(CCCN1C(=O)/C(=C\c2cccs2)SC1=S)Nc1cc([N+](=O)[O-])ccc1O	3	-1	0	-1.4	1	26*	9	-3	8	2
N/C(=N\N=C\c1ccc2c(c1)OCO2)SC1CC(=O)N(c2ccc(C(=O)O)cc2)C1=O (configuration not stated)	21	-6	x	-1.8	1	2	-24	-21	-2	5
COc1cc(CNCCc2ccc(S(N)(=O)=O)cc2)ccc1OCC(=O)NC1CCCCC1	8	2	-1	x	2	-6	13	-8	-7	x
C=CCn1c(Cc2ccc(OC)cc2)nnc1SCc1nc2ccccc2c(=O)[nH]1	-1	0	-9	-3.0	0	-3	1	1	-5	-37
Cc1ccc(OC(=O)c2cccc(S(=O)(=O)N(C)C)c2)c(-n2nc3ccccc3n2)c1	-11	-5	9	x	36	-11	30	11	-18	-6
O=C(Nc1ccnn1C1CCN(CC2CC=CCC2)CC1)c1ccccc1Cl (configuration not stated)	15	51*	-1	0.6	1	-5	-1	-15	-12	31
CC1(c2ccccc2)NC(=O)N(CC(=O)N2CCN(S(=O)(=O)c3ccccc3[N+](=O)[O-])CC2)C1=O (configuration not stated)	-1	-3	10	-2.2	0	-11	-7	1	-15	20
COc1ccc(CNC(=O)COC(=O)C(CCSC)NC(=O)c2ccco2)cc1OC (configuration not stated)	8	-7	1	0.2	0	-6	-2	-8	-11	32
COC(=O)c1ccc(/C=N/Nc2nc(-c3ccccc3)cs2)cc1	-9	x	-3	-0.6	-1	-3	9	9	-8	-4
Brc1ccc(OCc2nnc3n2CCC3)cc1	12	-3	15	-2.6	-2	0	6	-12	4	-1
O=C(CSc1nc2ccccc2[nH]1)NC1CCS(=O)(=O)C1 (configuration not stated)	20	-4	-3	-2.3	4	-11	-5	-20	-6	3
CCCCCN(C(=O)CCC(=O)OCc1cccc(Cl)c1)c1c(N)n(CCCC)c(=O)[nH]c1=O	-35	-7	-5	-1.9	33	-2	-4	35	-10	3
CCCCn1c(SCC(=O)Nc2nc(C)cs2)nnc1-c1cccnc1	8	-6	-10	0.4	-2	-3	-7	-8	-16	x
OCCN1CCN(CC/C=C2/c3ccccc3Sc3ccc(Cl)cc32)CC1	-9	-4	5	-1.2	x	17*	3	9	-12	4
O=C(CCS(=O)(=O)Cc1ccccc1)N1CCc2ccccc2C1	6	-2	4	-1.3	3	-5	-4	-6	-5	16
COc1cccc(S(=O)(=O)Nc2cccc(C(=O)N3CCOCC3)c2)c1	-3	-4	-20	-1.8	-16	-12	0	3	-8	-33
COc1ccc(C(=O)N2CCNC(=O)C2)cc1S(=O)(=O)Nc1ccc(Br)cc1	38	-4	3	-0.2	-1	-5	8	-38	10	-15
Cc1ccc(N2C(=O)N3[C@H](c4ccc(F)cc4)[C@@H]4C(=O)N(C5CCCCC5)C(=O)[C@@H]4[C@]3(C)C2=O)cc1	-4	-5	11	-1.7	x	1	0	4	-11	11
CN1CCN(c2ccc(CNC(=O)c3cc4ccccc4o3)cc2)CC1	-1	-2	2	0.8	13	-4	16	1	6	4
COc1cc(CNn2cn[nH]c2=S)ccc1OCC(=O)NC(C)(C)C	10	1	1	-0.3	-2	-14	x	-10	-19	-15
CN(C)S(=O)(=O)Oc1ccc(Cl)cc1C(=O)Nc1ccc(F)cc1F	-44	-1	-1	-0.6	1	-3	-12	44	-12	11
CCOc1ccc2nc(N(CCN(CC)CC)C(=O)c3cccc([N+](=O)[O-])c3)sc2c1	12	-4	-15	0.4	17	0	-3	-12	3	-10
Cc1ccc(NC(=O)CSc2nc(=O)n(CCCN3CCOCC3)c3c2CCCC3)cc1	1	-2	1	-1.9	0	-8	2	-1	1	-2
COCCNS(=O)(=O)c1ccc2c(c1)Cc1cc(S(=O)(=O)NCCOC)ccc1-2	1	-3	-4	-0.4	-6	-14	-3	-1	-8	-1
C[N+](C)(C)CCCCCCCCCC[N+](C)(C)C	5	-2	8	1.0	x	2	-6	1	11	13
CC(C)C(=O)Nc1nnc(CCc2nnc(NC(=O)C(C)C)s2)s1	20	-4	-1	-2.4	11	-7	-5	-20	3	8
C/C(=N\NC(=O)c1ccc(Cn2cc(Br)cn2)o1)c1ccc(NC(=O)c2ccoc2C)cc1	-36	-4	-10	-2.4	-2	-5	54	36	-7	-6
CC(=N\Nc1ccccc1)/C(=N/O)C(=O)Nc1ccccc1	2	0	7	1.1	3	5	-9	-2	-12	-16
CCOc1ccc(CN(Cc2ccco2)C(c2cccs2)c2nnnn2C(C)(C)C)cc1 (configuration not stated)	-13	-1	-14	x	6	-8	-7	13	-10	7
O=C(O)CCc1ccc(-c2cccs2)n1Cc1ccco1	6	4	11	-1.2	4	-1	-2	-6	-8	-30
Cc1nc([N+](=O)[O-])c(N2CCN(Cc3ccccc3)CC2)n1Cc1ccccc1	x	2	5	-1.7	22	-5	-6	x	-2	-4
Cc1cc(=O)n2nc(N3CCCC(C(=O)NCCC4=CCCCC4)C3)sc2n1 (configuration not stated)	-12	-3	9	-0.9	-1	0	1	12	-12	-4
CC(C)(C)n1nc(-c2ccc(F)cc2)c2c(N)ncnc21	-21	-1	-4	-0.6	0	-1	29	21	-7	36
CC(=O)N(CCC(Cc1ccccc1)c1ccco1)Cc1ccco1 (configuration not stated)	-1	2	53*	0.4	4	-14	-4	1	-7	12
CCCCn1c(SCC(=O)Nc2sc3c(c2C(N)=O)CCC3)nnc1-c1ccccc1	-14	-6	u	-2.0	5	4	-6	14	9	-14
COCCCN(C(=O)CCOc1ccc(C)cc1)c1c(N)n(Cc2ccccc2)c(=O)[nH]c1=O	10	-6	-6	-1.0	-1	-7	0	-10	-1	20

Source: PubChem (Broad Institute)
